Bioassay records: PubChem, several laboratories
AID2073: disruptors of CaV2.2 binding to Mint1 – biochemical, HTRF (AID 2073). HTRF protein-protein interaction, Mint1-CaV2.2; higher % means a stronger effect. inhibition, % at 20 µM, or IC50 in µM where a hit was titrated. 290,000 tested, 0.19% active; in the data active = inhibition mostly above about 51%, no sharp cut-off; also: some results filed as inactive read as strong as hits
Myeloid diff 2: myeloid differentiation induction; calls only at 10 µM; 360,000 tested, 1% active; ER-HoxA9 myeloid progenitors, lysozyme-GFP differentiation, flow cytometry;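 active = normalized GFP-positive differentiation at or above the plate's own cutoff, the solvent-only control mean plus 3 SD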;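 also: cells exposed to compound for four days before flow analysis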
LYP phosphatase: PTPN22 lymphoid phosphatase activity blockers – biochemical, fluorescence intensity, uHTS (AID 1779); 290,000 tested, 0.054% active; recombinant LYP phosphatase, fluorescence intensity; higher % means a stronger effect; inhibition, % at 11.5 µM; hits with a dose series show IC50 in µM;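 also: plate controls were vehicle with enzyme for no effect and no enzyme for full effect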
SIAH1 antagonists: Siah-1 peptide-binding antagonists, primary screen, biochemical, fluorescence polarization, rhodamine-plectin, uHTS (AID 1817); Siah-1 / rhodamine-plectin peptide fluorescence polarization; higher % means a stronger effect; displacement, % at 20 µM; hits with a dose series show IC50 in µM; 290,000 tested, 0.02% active;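 active = displacement of at least 50% at 20 µM, with a fluorescence ratio check between 0.3 and a set limit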;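 also: plate controls were Siah plus tracer with DMSO for no effect and tracer alone without Siah for full effect; strong numbers were not always called active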
NOD2 inhibition: inhibition of NOD2-driven NF-kB reporter – cell-based, luminescence, uHTS, HEK293 (AID 1566) | one-dose inhibition, % at 4 µM; EC50 in µM for titrated hits | 290,000 tested, 0.63% active | HEK293 NOD2/NF-kB luciferase reporter, luminescence; higher % means a stronger effect; also: many of its hits are not listed in these tables
HIV peptide binding: cell-free HIV fusion peptide-binding blockers – biochemical, uHTS, fluorescence dequenching, primary screen (AID 1986). cell-free peptide binding, fluorescence dequenching, 30 min; higher % means a stronger effect. one-dose inhibition, % at 20 µM; IC50 in µM for titrated hits. 290,000 tested, 0.3% active; in the data active = inhibition mostly above about 52%, no sharp cut-off; inactive = mostly below about 76%; also: some results filed as inactive read as strong as hits
NS5 inhibitors: flavivirus cap methylation enzyme inhibition – biochemical, confirmation dose response, primary screen (AID 588689) | 340,000 tested, 0.3% active | Dengue-2 NS5 methyltransferase capping enzyme assay, biochemical; higher % means a stronger effect | inhibition, % at 25 µM; hits with a dose series show IC50 in µM; in the data active = a potency from the dose series
Hep lipid drop: modulators of hepatic lipid droplet formation; AML12 mouse hepatocytes, oleate lipid droplets, BODIPY imaging; inhibition, % at 6.5 µM; 240,000 tested, 0.4% active;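 active = lipid droplet intensity inhibited by at least 50%, with more than 500 cells counted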
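Technique: fluorescence imaging, 20x objective, two fields per well / Assay system: AML12 hepatocytes (mouse) / Measure: % inhibition of lipid droplet signal / Doses: 6.5 µM single-point dosing / Incubation: overnight exposure / Reagent: 100 µM oleic acid challenge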
XIAP displacement: XIAP antagonists, biochemical, IAP family, fluorescence polarization (AID 1018); XIAP BIR domain, fluorescence polarization peptide displacement; higher % means a stronger effect; displacement, % at 20 µM; hits with a dose series show IC50 in µM; 200,000 tested, 0.007% active; in the data active = displacement above about 50%; also: a part of the inactive calls stands beside numbers as strong as those of hits
Hep lipid drop cells 6.5 µM: also measured in Hep lipid drop; calls as there; cell count; measured here: cell count, cytotoxicity flag;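 cells counted across two imaged fields per well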
NS5 inhibitors pilot replicate: recorded beside NS5 inhibitors, whose call it bears; inhibition, %; measured here: pilot screen replicate inhibition
Myeloid diff 2 GFP+ MAC1+ %: second read-out of Myeloid diff 2, no call of its own (marks repeat the call); GFP+ MAC1+ double positive, %; measured here: differentiation confirmed by MAC1 staining
* = called active by the depositor; i = inactive; · = no result given; + = active, no number. Rule as the data show it, unless noted: active = inhibition above about 50%; inactive = the rest.

SMILES	AID2073	Myeloid diff 2	Myeloid diff 2 GFP+ MAC1+ %	LYP phosphatase	SIAH1 antagonists	NOD2 inhibition	HIV peptide binding	NS5 inhibitors	Hep lipid drop	Hep lipid drop cells 6.5 µM	XIAP displacement	others
CCN(CC)c1ccc(/C=N/NC(=O)Cc2cccs2)cc1	-3%	i	0.1	-1%	13%	-2%	-1.1%	-3%	7	652	-1.8%
Cc1cc2occ(CC(=O)Nc3nnc(C4CC4)s3)c2cc1C	-4%	i	0.6	-11%	-9%	-4%	-1.6%	·	3	807	-2.7%
Nc1ccc2oc3ncccc3c(=O)c2c1	6%	i	7.8	-8%	-2%	-5%	-1.5%	-5%	-4	730	-2.3%
CCOc1ccc2nc(SCC)[nH]c2c1	-4%	i	0.8	-7%	-1%	-48%	-1.2%	-1%	·	·	-0.1%
Cc1ccc(-n2nnnc2SCCNS(=O)(=O)c2ccccc2)cc1C	8%	i	7.7	1%	1%	1%	-3.4%	-2%	-2	768	-2.0%
COC(=O)c1ccc(Cl)c(NC(=O)CN(c2ccc(OC)c(OC)c2)S(C)(=O)=O)c1	3%	i	0.3	-6%	4%	7%	0.3%	-4%	21	696	-4.6%
O=C1NN(c2ccccc2)C(=O)/C1=C\c1coc2ccc(O)cc2c1=O	16%	i	0.1	0%	0%	-20%	22%	20%	-7	756	·
O=C(O)CC1(CC(=O)Nc2ccc(Oc3cccc(C(F)(F)F)c3)nc2)CCCC1	19%	i	1.6	-5%	2%	2%	2.7%	·	-4	651	·
CCOC(=O)c1ccc(NC(=O)c2nccnc2C(=O)O)cc1	-1%	i	3.9	-1%	-3%	7%	-1.4%	2%	·	·	13%
CCOC(=O)CC(N)c1ccc(OC)cc1 (configuration not stated)	-2%	i	2.8	-9%	4%	16%	-0.8%	2%	-14	740	-3.2%
CC(C)Oc1ccc(/C=N/NC(=O)C(CSCc2ccccc2)NC(=O)c2ccc([N+](=O)[O-])cc2)cc1 (configuration not stated)	12%	i	1.0	6%	4%	-31%	-1.4%	-2%	-10	689	-0.3%
CCCOc1ccc(NC(=O)C2OC3OC(C)(C)OC3C3OC(C)(C)OC23)cc1 (configuration not stated)	5%	·	·	-6%	1%	-2%	-2.2%	·	-8	564	0.6%
CC(NC(=O)c1cc2cc(F)ccc2[nH]1)c1ccccc1 (configuration not stated)	11%	i	0.3	-8%	11%	24%	0.2%	-5%	-24	391	·
Cc1ccc(Cn2nnc3c(=O)n(Cc4cc(C)ccc4C)cnc32)cc1	-2%	i	4.9	-1%	3%	-24%	-1.2%	-7%	34	740	-9.2%
O=C1NCCCC1C(=O)N1CCN(C(=O)c2ccco2)CC1 (configuration not stated)	-3%	i	0.6	-9%	6%	3%	11%	-1%	·	·	0.0%
CN(CC(=O)NCCc1ccc(S(N)(=O)=O)cc1)S(=O)(=O)c1ccc(Br)s1	8%	i	0.2	-10%	3%	4%	0.0%	2%	-1	789	·
N/C(=N\OC(=O)Cc1ccccc1)c1ccccc1Cl	0%	i	0.2	-7%	0%	-27%	-0.9%	-8%	5	698	1.4%
CCC(=O)N=c1sc2cc([N+](=O)[O-])ccc2n1CCOC	-15%	i	0.2	-6%	-2%	11%	0.5%	-4%	-5	556	-8.1%
Cc1cc(NS(=O)(=O)c2ccc(NC(=O)c3ccc([N+](=O)[O-])c(Cl)c3)cc2)no1	7%	i	0.8	-7%	-4%	8%	5.4%	-8%	4	685	·
Cc1sc2ncn(CC(=O)Nc3c(F)cccc3F)c(=O)c2c1S(=O)(=O)N1CCC(C)CC1	-14%	i	0.3	-3%	6%	2%	-1.3%	8%	-7	694	-2.1%
CC(C)[C@H]1C(=O)Nc2ccccc2N1C(=O)N[C@@H](Cc1ccccc1)C(=O)N[C@H](Cc1ccccc1)C(=O)O	-3%	i	1.8	-5%	-3%	18%	2.1%	-3%	-2	787	·
CC1CCN(c2ccc(C(=O)NCc3ccco3)cc2[N+](=O)[O-])CC1	-4%	i	0.4	0%	9%	1%	1.3%	-3%	-2	626	-7.6%
CCCc1nc2c(C)cc(C)cc2c(N)c1CC	41%	i	7.1	-4%	2%	3%	-1.9%	-1%	6	636	-4.9%
CCCCNC(=O)C1CC(c2cccc([N+](=O)[O-])c2)=NO1 (configuration not stated)	14%	i	1.9	-9%	0%	-65%	1.9%	0%	·	·	-4.8%
CCOC(=O)c1c(C)[nH]c(C(=O)COC(=O)c2ccncc2)c1C	14%	i	0.7	-4%	0%	8%	6.4%	·	·	·	-5.1%
Cc1ccc(OCCCCNC2CCCCC2)c(C)c1	-5%	i	0.4	-1%	2%	-18%	-0.1%	-13%	-45	696	-13%
Cc1ccc2c(c1)-c1c(cnn1CC(=O)N(CCC#N)c1ccccc1)CO2	6%	i	1.3	-5%	-6%	-3%	-1.5%	-4%	·	·	-4.4%
COCCSc1ccccc1C(=O)NCCc1ccccc1	37%	i	0.1	4%	1%	4%	0.5%	7%	-17	683	9.5%
c1ccc2c(c1)NC(c1ccncc1)n1c-2nc2ccccc21 (configuration not stated)	-4%	i	0.6	-6%	11%	-2%	-0.3%	-5%	10	742	-4.6%
COC(=O)C1=CNC=C(C(=O)OC)C1c1ccc(C(=O)OC)cc1	22%	i	1.0	-17%	3%	-2%	-1.2%	-1%	-4	738	-5.6%	NS5 inhibitors pilot replicate=-4.0

The closing 2 compounds of the section above come first, to join the parts.
SMILES	AID2073	Myeloid diff 2	Myeloid diff 2 GFP+ MAC1+ %	LYP phosphatase	SIAH1 antagonists	NOD2 inhibition	HIV peptide binding	NS5 inhibitors	Hep lipid drop	Hep lipid drop cells 6.5 µM	XIAP displacement	others
c1ccc2c(c1)NC(c1ccncc1)n1c-2nc2ccccc21 (configuration not stated)	-4%	i	0.6	-6%	11%	-2%	-0.3%	-5%	10	742	-4.6%
COC(=O)C1=CNC=C(C(=O)OC)C1c1ccc(C(=O)OC)cc1	22%	i	1.0	-17%	3%	-2%	-1.2%	-1%	-4	738	-5.6%	NS5 inhibitors pilot replicate=-4.0
O=C(NCC1CCN(C(=O)c2c(F)c(F)c(F)c(F)c2F)CC1)c1c(F)c(F)c(F)c(F)c1F	14%	i	0.9	-11%	13%	19%	1.7%	-8%	-6	681	·
CCCCNc1c([N+](=O)[O-])ncn1C	1%	i	0.4	-6%	13%	-7%	0.2%	·	5	687	·
Cc1ccc(NC(=O)CCSc2ccccc2)c(C)c1	-5%	i	0.7	-8%	-3%	-69%	-0.4%	-2%	-11	726	-3.0%
O=C(O)/C(=C\c1ccc(Cl)c([N+](=O)[O-])c1)c1ccc(S(=O)(=O)N2CCCCC2)s1	15%	i	0.5	2%	-8%	12%	52%	81µM*	44	714	-5.9%
Cc1ccc(S(=O)(=O)N/N=C/c2cc([N+](=O)[O-])ccc2O)cc1[N+](=O)[O-]	-6%	i	0.5	4%	-3%	7%	17%	5%	·	·	-5.1%
CC1(C)C2CCC13CS(=O)(=O)N[C@@H]3C2 (some centres not stated)	-3%	i	0.7	-13%	1%	14%	-3.3%	-1%	9	729	-5.5%
CCC(C)c1ccccc1OCCOCCN1CCCC1 (configuration not stated)	-18%	i	0.3	-7%	-6%	14%	1.9%	0%	-2	548	2.7%
Cc1ccc(OCCOc2cccc(/C=N/NC(N)=O)c2)cc1	10%	i	0.7	-13%	4%	-23%	0.8%	1%	9	718	·
CCOC(=O)C1=C(C)NC(C)=C(C(=O)OC)C1c1ccco1 (configuration not stated)	-7%	i	0.4	-5%	-4%	9%	-1.1%	3%	-31	746	·
COc1cc(OC)c(-c2nn3c(C4CCCCC4)nnc3s2)cc1OC	7%	i	8.6	-1%	0%	-11%	0.4%	-7%	12	630	-4.5%
O=C(CN(c1ccccc1)S(=O)(=O)c1ccc(Cl)cc1)Nc1ccccc1C(=O)N1CCCC1	4%	+	17*	-1%	5%	-3%	0.8%	-8%	-3	781	-2.0%
Brc1ccc(CSc2ncnc3nc[nH]c23)cc1	4%	i	0.8	-5%	-8%	-21%	0.1%	0%	14	616	-8.2%
COc1ccccc1NC(=S)NCC1CCC(CNC(=S)Nc2ccccc2OC)CC1 (configuration not stated)	-2%	i	0.5	-5%	10%	9%	-1.5%	2%	-16	643	·
CC(=O)Oc1cccc(-c2nc3ccccc3c(=O)o2)c1	8%	i	0.4	-1%	3%	22%	2.2%	-13%	-1	679	-4.6%

Arranged by SMILES length (falling): some entries from above
SMILES	AID2073	Myeloid diff 2	Myeloid diff 2 GFP+ MAC1+ %	LYP phosphatase	SIAH1 antagonists	NOD2 inhibition	HIV peptide binding	NS5 inhibitors	Hep lipid drop	Hep lipid drop cells 6.5 µM	XIAP displacement	others
O=C(CN(c1ccccc1)S(=O)(=O)c1ccc(Cl)cc1)Nc1ccccc1C(=O)N1CCCC1	4%	+	17*	-1%	5%	-3%	0.8%	-8%	-3	781	-2.0%
CCOC(=O)C1=C(C)NC(C)=C(C(=O)OC)C1c1ccco1 (configuration not stated)	-7%	i	0.4	-5%	-4%	9%	-1.1%	3%	-31	746	·
Cc1ccc(OCCOc2cccc(/C=N/NC(N)=O)c2)cc1	10%	i	0.7	-13%	4%	-23%	0.8%	1%	9	718	·
CC1(C)C2CCC13CS(=O)(=O)N[C@@H]3C2 (some centres not stated)	-3%	i	0.7	-13%	1%	14%	-3.3%	-1%	9	729	-5.5%
Cc1ccc(NC(=O)CCSc2ccccc2)c(C)c1	-5%	i	0.7	-8%	-3%	-69%	-0.4%	-2%	-11	726	-3.0%
Brc1ccc(CSc2ncnc3nc[nH]c23)cc1	4%	i	0.8	-5%	-8%	-21%	0.1%	0%	14	616	-8.2%

These rows are one share of the data; the hit share may differ from the screen's.
